Source: PubChem BioAssay
Pf Dd2 inh: qHTS Primary assay for Inhibitors of Plasmodium falciparum Dd2 growth in vitro; P. falciparum Dd2 growth, SYBR Green, 72 h; Potency, µM (series often up to 28.9 µM), for inactives: at the top dose activity, negative = inhibition, actives largely listed as inhibitors; 120,000 compounds, 4.3% hits; active = well fitted inhibition curve with a large enough effect; inconclusive = small, poorly fitted or top-dose-only effect; inactive = no such curve, though single readings can be large or run the other way;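 note: plate controls were DMSO vehicle for no effect and reference drug for full effect; nearly all actives have a fitted effect of over 65% in size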
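Readout: SYBR Green fluorescence, 485 nm excitation, 535 nm emission, after ~16 h lysis at 37C. Before that, Dd2-infected red cells (2.5% hematocrit) grew 72 h with compound, 29 uM top final concentration.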
* marks the source's active call; other numbers are inactive results; i = inactive; ? = inconclusive; [ ] = remark or other dose. Potency is the fitted concentration of half-maximal effect.

SMILES | Pf Dd2 inh
O=C(c1cc(-c2ccccc2)n[nH]1)N1CCCC(Cc2noc(-c3cnccn3)n2)C1 (stereo unspecified) | ?
Cc1ccccc1C(=O)Nc1ccnn1C1CCN(C(=O)CN)CC1 | -7%
COc1ccc(-c2nc(CN3CCOC(CN)C3)c(C)o2)c2ccccc12 (stereo unspecified) | 13µM*
Cc1ccc(Cl)cc1NC(=O)N1CCC(n2cnnc2C2CC2)C1 (stereo unspecified) | 12%
COc1ccc(O[C@H]2COCCN(C(=O)COc3ccccc3)C2)cc1 | -20%[44.1 µM]
CNC(=O)[C@@H]1CN(C(=O)Cn2nc(C(F)(F)F)cc2C)C[C@H]1CO | -6%
COc1ccccc1-c1cc(C(=O)NC(C)C)c2cnn(C)c2n1 | -17%
CC(=O)Oc1ccccc1C(=O)Nc1ccc2c(c1)CN(CCc1ccc(F)cc1)C(=O)C(C)O2 (stereo unspecified) | ?
Cc1ccc(S(=O)(=O)c2nnn3c2nc(NCc2ccc(F)cc2)c2ccccc23)cc1 | -1%
CC1CCN(c2nc3c(S(=O)(=O)c4ccccc4)nnn3c3ccsc23)CC1 | 10%
CCC(=O)N1CCC(Oc2ccc(C(=O)N3CCOCC3)cn2)CC1 | 41%[activator]
Cc1ccc(C2N3CC4(C)CN2CC(c2ccccc2)(C3)C4=O)cc1 (stereo unspecified) | 0%
Fc1cccc(-c2cnc(Nc3ccc(N4CCOCC4)cc3)c3c2CCO3)c1 | i
O=C1N(CCc2ccccc2)CCOC12CCN(Cc1ccc3c(c1)CCO3)CC2 | ?
Cc1ccccc1NC(=O)Cn1c(SCC(=O)Nc2ccc(F)cc2)nc2ccccc21 | -5%
NC(=O)c1ccc(-c2ncc3cnc(-c4cccc(F)c4)cn23)cc1 | 0%[44.1 µM]
N#Cc1cccc(C(=O)N2CCC3(CC2)NC(=O)N(Cc2ccc(Cl)cc2)C3=O)c1 | i
O=C(NC1CCCC1)N1CCCC(c2noc(COc3ccccc3)n2)C1 (stereo unspecified) | ?
CCc1ccc(Nc2nnc(-c3cc4cc(OC)ccc4oc3=O)s2)cc1 | 2%
Cc1ccccc1C(=O)Nc1nnc(S(=O)(=O)N2CCc3ccccc32)s1 | 27%
CN(C)C1(CNC(=O)COc2cccc(Cl)c2)CCCCC1 | ?
CCN1CCN(c2nc3c(S(=O)(=O)c4ccc(Br)cc4)nnn3c3ccsc23)CC1 | -3%
COC(=O)c1sccc1S(=O)(=O)N(CC(=O)Nc1cc(C)ccc1C)c1ccc(C)c(C)c1 | 11%
Cc1ccc(CC(=O)NC2CCN(c3cc(C(F)(F)F)ncn3)CC2)cc1 | 117%[activator]
CC(C)(C)c1cnc([C@@H]2COCCN2C2CCCCC2)[nH]1 | ?
O=C(CC1CCCC1)N1[C@H]2CC[C@@H]1c1cnc(-c3ccc(F)cc3)nc1C2 | ?
Cc1csc2nc(-c3ccc(NS(=O)(=O)c4cccc(F)c4)cc3)cn12 | 14%
FC(F)(F)CN1C2CCC1CN(c1nccc(Cl)n1)C2 | ?
CCCN(CC1CCOC1)C(=O)Nc1ccc(C(F)(F)F)cc1 (stereo unspecified) | 39%[activator][5.79 µM]
COCCCNC(=O)c1c(C)oc2c1CN(Cc1ccc(F)cc1)CC2 | -23%
CC1=NOC2(CCN(C(=O)c3ccc(C(F)(F)F)cc3)CC2)C1 | 13%[44.1 µM]
COc1ccc(C2Cn3cnc(C(=O)N4CCC(C(=O)Nc5cccc(F)c5)CC4)c3CO2)cc1 (stereo unspecified) | -26%
Cc1ccc(-n2ncc3c(N4CCN(C)CC4)ncnc32)cc1 | i
Fc1ccc(CN2CCC3(CC(Cc4ccccc4)=NO3)C2)cc1 (stereo unspecified) | ?
CCN(CC)CCNC(=O)C12CCCC=C1N(c1ccccc1)C(=O)CC2 (stereo unspecified) | ?
COCC(=O)NC1CCC12CCN(Cc1ccc(F)c(F)c1)CC2 (stereo unspecified) | -9%
CCCCN1CC(c2nc3ccccc3n2CCCCOc2cc(C)cc(C)c2)CC1=O (stereo unspecified) | ?
O=C(NC1CC(=O)N(c2ccc(F)cc2)C1)c1ccc(S(=O)(=O)N2CCCCC2)cc1 (stereo unspecified) | i
COCCN1C(=O)c2ccccc2C(C(=O)NC2CCCC2)C12CCCCC2 (stereo unspecified) | 12%
Cc1ccn2c(Nc3c(C)cccc3C)c(-c3ccsc3)nc2c1 | 11µM*
COc1ccc(OC)c(NC(=O)CN(C)S(=O)(=O)c2ccc(C(=O)N3CCOCC3)s2)c1 | 15%
O=C1NCCOCCCN(C(=O)NC2CCCCC2)[C@H]2CCC[C@@H]12 | 1%
Brc1cccc(-c2nnn3c2nc(NCc2ccc4c(c2)OCO4)c2ccccc23)c1 | ?
O=C(O)c1cccc(-c2cncc(C(=O)O)c2)c1 | i
Cc1cccc2c(C(=O)N(C)C(C)Cc3ccccn3)cc(-c3cnc(N)nc3)nc12 (stereo unspecified) | -18%
CCn1cc(S(=O)(=O)N2C[C@@H](C(N)=O)[C@H](c3n[nH]c(C)n3)C2)cn1 | -3%
COc1cccc(CN2CCC(Cc3ncc(C)n3Cc3ccccc3)C2)c1 (stereo unspecified) | ?
Clc1cc(N2CCC(N3CCOCC3)CC2)n2nccc2n1 | i
CCOc1ccc(-c2nn(-c3ccc(F)cc3)c3c2cnc2ccc(F)cc23)cc1 | i
CSc1cccc(NC(=O)O[C@@H]2CC[C@]3(C)C(CC[C@@H](O)[C@H]3CC(=O)NCc3ccccc3)[C@]2(C)CO)c1 (stereo partly specified) | 11µM*

Some of the entries so far, as a markdown table.
| mol | Pf Dd2 inh |
| --- | --- |
| COc1cccc(CN2CCC(Cc3ncc(C)n3Cc3ccccc3)C2)c1 (stereo unspecified) | ? |
| Clc1cc(N2CCC(N3CCOCC3)CC2)n2nccc2n1 | i |

The results go on.
SMILES | Pf Dd2 inh
CN(CC1CCOCC1)C(=O)Nc1cccc(C(F)(F)F)c1 | -21%
CO[C@H]1C(=O)N(C(C)C)[C@H]1C1CCN(C(=O)c2cnc(C)cn2)CC1 | 23%
Cn1nc(C2CCNCC2)n(C2CCCC2)c1=O | 12%
Cn1c(=O)sc2cc(NS(=O)(=O)c3ccc(C(C)(C)C)cc3)ccc21 | 16%
CCCCC1C=CCN1S(=O)(=O)c1cccc(C(=O)NCC(F)(F)F)c1 (stereo unspecified) | -25%
C=CCNC(=O)NC[C@H]1C[C@@H]2CCN1C[C@@H]2c1cc(C(CC)CC)nc(-c2ccncc2)n1 | ?
CN(C)c1ccc(CN[C@H]2CO[C@H]3[C@@H]2OC[C@H]3OC(=O)Nc2ccc(Oc3ccccc3)cc2)cc1 | i
O=C([C@H]1C[C@H](Oc2cccnc2)CN1S(=O)(=O)Cc1ccccc1F)N1CCOCC1 | -17%
COc1ccc(-c2nc3cc(C)ccc3cc2CN2CC[C@@H](O)C2)cc1OC | ?
CC(C)CCN1CCC(Cc2ccc(C(=O)NC3CC3)cc2)CC1 | ?
Cc1ccccc1-c1onc(C)c1C(=O)NCCc1ccc(F)cc1 | i
O=C(c1ccc(-n2cnnc2)cc1)N1CCC2(CCCO2)CC1 | -24%
CN(C)C(=O)[C@H]1CN2CCC1C[C@@H]2Cn1cc(-c2ccc(-c3ccccc3)cc2)nn1 (stereo partly specified) | -3%[44.1 µM]
CC(=O)N1CCC(C(=O)N[C@H](Cc2ccccn2)C2CC(O)C2)CC1 (stereo partly specified) | -13%
Cc1ccc(CNC(=O)C2CCN(C(=O)c3nnn4cc(C)[nH]c(=O)c34)CC2)cc1 | i
CCCNC(=O)C(NC(=O)c1cccc(OC)c1)C1CCN(C(=O)COC)CC1 (stereo unspecified) | 13%
CCOc1ccc(-c2nc(SCC(=O)Nc3ccc(C)c(C)c3)n3[nH]c(=O)cc3n2)cc1 | ?
COCCNC(=O)[C@H]1C[C@H](Oc2ccccc2)CN1Cc1cccn1C | ?
Cc1ccc(F)cc1-n1nc(-c2c(C)nc3scc(CC(=O)NCC(C)C)n3c2=O)cc1C | i
Cc1ccc(NC(=O)Cn2c(=O)n(CCC(=O)NCc3ccc4c(c3)OCO4)c(=O)c3sccc32)c(C)c1 | 28%
CN(C)C(C(=O)NCc1noc(Cc2ccccc2)n1)c1ccc(F)cc1 (stereo unspecified) | ?
O=C(c1cc2ccccc2o1)N1CCC2(CNS(=O)(=O)c3cnccc3O2)C1 (stereo unspecified) | 9%
CCOC(=O)c1c(C)[nH]c(C)c1S(=O)(=O)NCC(=O)N1CCN(c2ccccc2F)CC1 | i
Cn1cccc1C(=O)N1CCCCCCNC(=O)CC1 | 18%
COc1cccc(N2CCN(C(=O)c3cccn3-c3nnc(N4CCCC4)s3)CC2)c1 | 7%
CN(CC1CCOCC1)S(=O)(=O)c1ccc(F)cc1F | i
C=CCN(C)C(=O)[C@H]1CN2CCC1C[C@@H]2Cn1cc(CCO)nn1 (stereo partly specified) | 23%[44.1 µM]
Cc1cn2nc(C(=O)N3CCC(NC(=O)c4sccc4C)CC3)cc2c(=O)[nH]1 | ?
CCn1c(CO)nnc1C1CC(NC(=O)c2[nH]c3ccc(OC)cc3c2C)C1 (stereo unspecified) | i
CCOC(=O)C1CCN(C(=O)C2CCN(C3=NS(=O)(=O)C(c4ccc(C)c(C)c4)=C3C)CC2)CC1 | 4µM*
Cc1cn2nc(C(=O)Nc3ccc(F)cc3F)cc2c(N(C)Cc2ccccc2)n1 | ?
COc1ccc(CNC(=O)Cn2nnc(-c3ccccc3F)n2)cc1 | 25%
CNC(=O)[C@@H]1CN(C(=O)CCn2nc(C)cc2C)C[C@H]1c1n[nH]c(C)n1 | i
CN(C)c1oc(-c2ccc(COc3ccccc3)o2)nc1C#N | ?
Cc1cc(NS(=O)(=O)c2ccc(NC(=O)COc3ccccc3Br)cc2)no1 | 8%
COc1ccccc1C(=O)Nc1nc2nc(C)cc(=O)n2[nH]1 | 0%
CCOc1ccccc1C(=O)Nc1c(NC)c2ccccc2oc1=O | -2%
O=C(Nc1ccc(C2(C(=O)NCc3ccco3)CCCCC2)cc1)C1CC1 | i
CC(=O)Nc1ccc(CN2CC3(C2)C(=O)N(Cc2ccc(C)o2)C(=O)[C@@H]2C[C@@H](O)CN23)cc1 | -20%
COc1ccc(-c2cn(C)c(=O)n3cc(CN(C)C)nc23)cc1OC | -21%[44.1 µM]

For convenience, some entries already given:
SMILES | Pf Dd2 inh
CCOC(=O)c1c(C)[nH]c(C)c1S(=O)(=O)NCC(=O)N1CCN(c2ccccc2F)CC1 | i
Cn1cccc1C(=O)N1CCCCCCNC(=O)CC1 | 18%
COc1cccc(N2CCN(C(=O)c3cccn3-c3nnc(N4CCCC4)s3)CC2)c1 | 7%
CN(CC1CCOCC1)S(=O)(=O)c1ccc(F)cc1F | i
C=CCN(C)C(=O)[C@H]1CN2CCC1C[C@@H]2Cn1cc(CCO)nn1 (stereo partly specified) | 23%[44.1 µM]
Cc1cn2nc(C(=O)N3CCC(NC(=O)c4sccc4C)CC3)cc2c(=O)[nH]1 | ?
CCn1c(CO)nnc1C1CC(NC(=O)c2[nH]c3ccc(OC)cc3c2C)C1 (stereo unspecified) | i
CCOC(=O)C1CCN(C(=O)C2CCN(C3=NS(=O)(=O)C(c4ccc(C)c(C)c4)=C3C)CC2)CC1 | 4µM*
Cc1cn2nc(C(=O)Nc3ccc(F)cc3F)cc2c(N(C)Cc2ccccc2)n1 | ?
COc1ccc(CNC(=O)Cn2nnc(-c3ccccc3F)n2)cc1 | 25%
CNC(=O)[C@@H]1CN(C(=O)CCn2nc(C)cc2C)C[C@H]1c1n[nH]c(C)n1 | i
CN(C)c1oc(-c2ccc(COc3ccccc3)o2)nc1C#N | ?
Cc1cc(NS(=O)(=O)c2ccc(NC(=O)COc3ccccc3Br)cc2)no1 | 8%
COc1ccccc1C(=O)Nc1nc2nc(C)cc(=O)n2[nH]1 | 0%
CCOc1ccccc1C(=O)Nc1c(NC)c2ccccc2oc1=O | -2%
O=C(Nc1ccc(C2(C(=O)NCc3ccco3)CCCCC2)cc1)C1CC1 | i

New compounds follow:
SMILES | Pf Dd2 inh
CC(C)c1nnc(C2CN(C(=O)CCc3c[nH]c4ccccc34)CC23CCOCC3)o1 (stereo unspecified) | -17%
Cc1cc2nc3n(c(=O)c2n1CC(=O)Nc1cccc(Cl)c1)CCC3 | i
Cn1nc(-c2ccc(F)cc2)cc1[C@H]1CN2CC[C@H]1C[C@@H]2CNC(=O)Nc1cccc(C#N)c1 | 11%
O=C(CC1CCCC1)Nc1cnc(-c2cccnc2)nc1 | i
Cc1ccc(-n2nc(CO)c(C(=O)NC(C)CCCc3ccccc3)n2)cc1 (stereo unspecified) | -8%
COCCNC(=O)CCC(=O)N1Cc2cccc(OC)c2Oc2ncccc21 | 1%
CC(C)Oc1ccc(CNC(=O)c2noc(-c3ccc[nH]c3=O)n2)cc1 | -18%
CCN(CC)CCCNC(=O)Cn1ncc2c3ccccc3n(Cc3ccccc3)c2c1=O | -22%
c1csc(-c2ccnc(N[C@H]3CO[C@H]4[C@@H]3OC[C@@H]4NCC3CCCCC3)n2)c1 | ?
Cc1ccc(C)c(NC(=O)N2CCCC(c3noc(COc4ccccc4F)n3)C2)c1 (stereo unspecified) | i
O=S(=O)(N[C@H]1CO[C@H]2[C@@H]1OC[C@@H]2n1cc(CC2CCCCC2)nn1)c1cccs1 | ?
O=C(NCc1ccccc1)c1nnn2c1COC(c1ccc(Cl)cc1)C2 (stereo unspecified) | 21%
Cc1cccc(NC(=O)c2oc3ccc(S(=O)(=O)N4CCC5(CC4)OCCO5)cc3c2C)c1C | ?
COc1ccc(NC(=O)c2ccc(NC(=O)N3CCSc4ncccc43)cc2)cc1 | 24%
Cc1ccc(C)c(N2CCN(C(=O)c3ccc(Nc4nc5ccccc5n5nnnc45)cc3)CC2)c1 | ?
Cc1coc2c(C)c3oc(=O)c(CC(=O)NCCc4ccc(Cl)cc4)c(C)c3cc12 | -1%
CC(C)CNC(=O)C(C)(C)Oc1nn(CC2CC2)c2ccc(CN3CCCC3)cc12 | ?
O=C(NCc1cccs1)C1=NO[C@@H]2CN(c3cccnc3)C[C@H]12 | 32%[activator][44.1 µM]

The list is partial; the hit share may differ from the screen's.
